Compound activity deposited in PubChem by The Scripps Research Institute Molecular Screening Center.
LYPLA1 inh = LYPLA1 (human) inhibition in PME1 counter-screen. recombinant LYPLA1, FP-Rh probe fluorescence polarization. inhibition, % at 5.9 µM. 320,000 tested, 0.16% active. AID 2174;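 active means inhibition above the mean of all tested compounds plus 3 SD, set per campaign, cut at about 14% in these data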;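 further: inhibitors block serine hydrolase probe labeling of LYPLA1 so polarization falls; 0% = enzyme with DMSO and 100% = wells lacking LYPLA1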
PAFAH1B2 inh = inhibitors of human PAFAH1B2; recombinant PAFAH1B2, FP-rhodamine activity probe, fluorescence polarization; inhibition, % at 3.39 µM; 340,000 tested, 1.2% active;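 active means inhibition above the mean of all tested compounds plus 3 SD, cut at about 24% in these data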;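 further: 0% = enzyme with DMSO and 100% = wells lacking PAFAH1B2; many of its hits are not listed in these tables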
pPAFAH FP inh = inhibitors of human plasma PAF acetylhydrolase (pPAFAH) | Q13093 | recombinant pPAFAH, FP-rhodamine probe fluorescence polarization | inhibition, % at 3.39 µM | 330,000 tested, 1.5% active;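 active means inhibition above the mean inhibition across the screen plus 3 SD, cut at about 25% in these data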;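 further: inhibitors block binding of the rhodamine activity-based probe so polarization drops; 0% = enzyme with DMSO and 100% = wells lacking pPAFAH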
PAD4 inh = blocks human protein arginine deiminase 4 | Q9UM07 | 330,000 tested, 0.41% active | inhibition, % at 6.36 µM | recombinant PAD4, RCA probe fluorescence polarization;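 active means percent inhibition above a cutoff equal to the mean of all tested compounds plus 3 SD, cut at about 15% in these data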;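 further: 0% = PAD4 with RCA probe and DMSO and 100% = probe without PAD4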
LYPLA2 inh = counter-screen for PME1 inhibitors: inhibitors of human LYPLA2; 320,000 tested, 0.38% active; inhibition, % at 5.9 µM; recombinant LYPLA2, FP-Rh probe fluorescence polarization; AID 2177;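 active means inhibition above the screen-wide mean plus 3 SD, limit set per campaign, cut at about 26% in these data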;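 further: 0% = LYPLA2 with DMSO and 100% = wells lacking LYPLA2 enzyme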
Target sequence (O95372 whole entry, looked up): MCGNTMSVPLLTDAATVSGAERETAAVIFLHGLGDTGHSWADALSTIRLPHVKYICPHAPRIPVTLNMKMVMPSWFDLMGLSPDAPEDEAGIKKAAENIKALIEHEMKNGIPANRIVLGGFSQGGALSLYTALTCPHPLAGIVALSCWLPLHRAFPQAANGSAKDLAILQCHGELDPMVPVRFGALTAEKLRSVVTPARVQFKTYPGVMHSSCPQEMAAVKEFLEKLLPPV
GSTO1 counter = blocks human GSTO1 in RBBP9 counter-screen; recombinant GSTO1, activity-based probe fluorescence polarization; inhibition, % at 5.96 µM; 300,000 tested, 1.1% active;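 active means inhibition above the campaign mean inhibition plus 3 SD, cut at about 35% in these data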;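 further: 0% = GSTO1-1 with DMSO and 100% = wells lacking GSTO1-1 enzyme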
PME-1 inh = blocks human protein phosphatase methylesterase 1 | recombinant PME-1, FP-Rh probe fluorescence polarization | 320,000 tested, 0.53% active | inhibition, % at 5.9 µM | Q9Y570;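 active means inhibition above the campaign mean of all compounds plus 3 SD, cut at about 26% in these data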;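 further: competitive labeling of PME-1 active site by serine hydrolase directed probe; 0% = PME-1 with DMSO and 100% = wells lacking PME-1 enzyme; inhibitors block probe labeling so polarization falls and inhibition rises; many of its hits are not listed in these tables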
PREPL inh = inhibitors of human prolyl oligopeptidase-like enzyme PREPL; recombinant PREPL, fluorescence polarization activity-based probe; AID 2751; inhibition, % at 5.96 µM; 320,000 tested, 0.68% active; Q4J6C6; in the data active means inhibition above about 43%;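 further: 0% = enzyme with DMSO and 100% = wells lacking enzyme; many of its hits are not listed in these tables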
Target sequence (Q4J6C6 whole entry, looked up): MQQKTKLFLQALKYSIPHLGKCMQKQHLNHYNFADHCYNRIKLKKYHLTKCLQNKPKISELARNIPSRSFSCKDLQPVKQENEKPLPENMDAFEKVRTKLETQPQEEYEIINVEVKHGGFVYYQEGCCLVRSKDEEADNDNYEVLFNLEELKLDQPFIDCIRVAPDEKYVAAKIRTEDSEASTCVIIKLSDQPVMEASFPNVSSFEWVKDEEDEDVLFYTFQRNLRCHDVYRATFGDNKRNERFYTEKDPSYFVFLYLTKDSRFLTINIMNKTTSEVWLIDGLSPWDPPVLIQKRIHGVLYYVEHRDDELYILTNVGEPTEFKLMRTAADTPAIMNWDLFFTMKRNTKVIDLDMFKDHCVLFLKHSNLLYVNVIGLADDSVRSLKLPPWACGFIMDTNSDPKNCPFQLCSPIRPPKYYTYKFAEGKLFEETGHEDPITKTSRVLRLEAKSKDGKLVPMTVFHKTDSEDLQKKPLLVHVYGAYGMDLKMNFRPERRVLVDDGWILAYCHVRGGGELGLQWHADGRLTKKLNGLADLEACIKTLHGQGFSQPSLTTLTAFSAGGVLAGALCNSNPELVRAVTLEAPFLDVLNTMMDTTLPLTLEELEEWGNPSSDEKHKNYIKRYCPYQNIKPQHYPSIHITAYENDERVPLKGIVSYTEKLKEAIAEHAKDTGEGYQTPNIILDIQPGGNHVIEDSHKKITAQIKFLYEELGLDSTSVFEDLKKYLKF
PAFAH1B3 FP inh = blocks human PAF acetylhydrolase 1B catalytic subunit 3; Q15102; recombinant PAFAH1B3, FP-rhodamine probe, fluorescence polarization; inhibition, % at 3.39 µM; 340,000 tested, 0.28% active;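 active means inhibition above the screen-wide average of all tested compounds plus 3 SD, cut at about 25% in these data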;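 further: 0% = enzyme with DMSO only and 100% = wells lacking PAFAH1B3 protein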
Starred values were filed as active, the others as inactive; / = no result given. Only part of the results is shown, so the mix of outcomes need not match the whole.

SMILES | LYPLA1 inh | PAFAH1B2 inh | pPAFAH FP inh | PAD4 inh | LYPLA2 inh | GSTO1 counter | PME-1 inh | PREPL inh | PAFAH1B3 FP inh
CCCOC1CCCN(C(=O)c2ccc(OC)c(OC3CCN(C(C)C)CC3)c2)C1 (configuration not stated) | 5 | 5 | 7 | -2 | 8 | 1 | 3 | 6 | 4
COCCCNC(=O)C1Cc2cc(S(=O)(=O)N3CCCC3)ccc2N1C(C)=O (configuration not stated) | 3 | 5 | 5 | 6 | 3 | -4 | 2 | 1 | 5
COc1ccc(N(CC(=O)N/N=C/c2cccc(OC)c2OC)S(=O)(=O)c2ccccc2)cc1 | -2 | 4 | -4 | -1 | -3 | 6 | 2 | -12 | 10
COc1ccc(NC(=O)c2cc(S(=O)(=O)N3CCCC3)oc2C)cc1 | -2 | 10 | -4 | -2 | -2 | -4 | -8 | 7 | 12
COc1ccc(CNC(=O)c2ccc(Br)s2)cc1OC | 0 | 3 | 0 | 5 | 9 | 2 | 5 | 8 | -2
Cn1nnc(NC(=O)COc2ccc(C3CCCCC3)cc2)n1 | -2 | 4 | 4 | 3 | 6 | 7 | -1 | 15 | 0
CC(C)(C)c1ccc(C(=O)Nc2nnc(Cc3c[nH]c4ccccc34)s2)cc1 | -5 | 0 | 7 | -2 | -2 | -3 | 6 | -4 | -3
COC(=O)CSc1nnc(-c2cnccn2)n1C | -2 | 0 | 2 | -3 | -4 | -2 | 5 | 6 | -3
O=C1CCC(C(=O)Nc2cccc3ccccc23)N1 (configuration not stated) | -10 | 3 | 0 | -2 | -7 | -3 | -3 | -8 | 0
COc1cc(C(=O)N2CCc3ccccc32)ccc1OCc1c(C)noc1C | 1 | -1 | -1 | -1 | 5 | 4 | 8 | 15 | 2
CCc1ccc(CC)c(S(=O)(=O)Nc2ccc(C(=O)O)c(O)c2)c1 | -2 | 20 | 0 | -1 | -5 | -1 | 0 | -4 | 7
COc1cc(/C=N/n2c(-c3ccccc3)n[nH]c2=S)cc(OC)c1O | 0 | 0 | -1 | 3 | -4 | 11 | -1 | -11 | 7
O=c1nc2ccc(Cl)cn2c2ccc(S(=O)(=O)N3CCOCC3)cc12 | -2 | 5 | 5 | -3 | 2 | -4 | 0 | -9 | 5
COC(=O)CCN(C(=O)c1ccc([N+](=O)[O-])cc1)c1ccccn1 | 1 | 4 | 0 | -9 | -7 | -8 | -3 | 0 | 9
CC(OC(=O)c1cnc2ccccc2n1)c1ccccc1Cl (configuration not stated) | 4 | 2 | 12 | -1 | 2 | 3 | -2 | 1 | 2
Cc1ccc2c(CN(C)Cc3ccc(OC(F)F)cc3)cc(=O)oc2c1C | -3 | 1 | 7 | 0 | 1 | -3 | -1 | -52 | -1
CCOc1ccc2nc(Cl)c(CN(C(=O)c3cnccn3)C3CCCC3)cc2c1 | 0 | 3 | 3 | 3 | -6 | -1 | -4 | 2 | 6
CC(C)(C)n1nnnc1C(c1cccs1)N(Cc1cccnc1)Cc1ccco1 (configuration not stated) | -3 | 2 | 2 | 9 | 1 | 3 | 30* | 6 | 2
COc1ccc(OC)c(NC(=O)C(CC(=O)O)Cc2ccc(Cl)cc2)c1 (configuration not stated) | -4 | 2 | -1 | -4 | -3 | 2 | -1 | -1 | 10
Cc1c(Cc2ccccc2)c(=O)oc2cc(OCC(=O)NCC3CCC(C(=O)O)CC3)ccc12 (configuration not stated) | 0 | 0 | 1 | 4 | 9 | -7 | 4 | -6 | 4
CC(C)N(Cc1ccccc1)C(=O)COC(=O)c1cc[n+]([O-])cc1 | / | 7 | -2 | 1 | / | / | / | -1 | 6
C/C(=N\NC(=O)c1ccc(N2CCCC2=O)cc1)c1ccccc1 | -2 | 2 | 4 | 7 | 0 | 1 | -6 | 1 | 6
O=C(NNC(=O)c1ccc2ccccc2c1O)Nc1ccc(F)cc1 | 1 | 5 | 18 | 6 | 4 | 12 | 1 | 13 | 19
CCCc1nnc(SCC(=O)N2CCOCC2)n1CCCOC | 1 | 1 | 1 | -3 | 4 | -1 | 1 | -3 | -3
COc1cc(NC(=O)COc2ccc(Br)cc2)ccc1NC(=O)C(C)C | 0 | 3 | 7 | 1 | 3 | 3 | -55 | 11 | 0
Cc1cc2c(cc1C)C(c1ccccc1Br)CC(=O)N2 (configuration not stated) | -4 | 8 | 8 | -3 | 2 | -1 | 2 | 1 | 1
O=C(COc1ccccc1)NCCc1cn2ccsc2n1 | -2 | 3 | 2 | 4 | -2 | 6 | 1 | -4 | -2
O=C(NC1CCN(Cc2ccc(F)cc2)CC1)c1ccccc1 | 3 | -1 | 1 | -4 | -4 | -4 | -5 | 12 | 1
CCOCCCNC(=S)Nc1ccc2nc(N3CCOCC3)cc(C)c2c1 | 3 | 1 | 6 | -20 | -8 | 13 | 4 | 15 | 5
COc1ccccc1NC(=O)C1CCCN(S(=O)(=O)c2ccc3[nH]c(=O)ccc3c2)C1 (configuration not stated) | 1 | 7 | 5 | -2 | -1 | -21 | -5 | -7 | 8
COC(=O)c1sccc1NC(=O)c1ccncc1 | 3 | 6 | 2 | 2 | 6 | -1 | 3 | 0 | 4
CN(/N=C/c1ccc(N(C)C)cc1)C1=NS(=O)(=O)c2ccccc21 | 4 | -80 | -7 | -68 | -16 | -14 | -5 | -21 | -81
Cc1ccc(C(=O)CSc2nnc3c4ccccc4nc(Cc4ccccc4)n23)cc1 | 0 | 2 | -2 | 4 | -3 | -2 | 5 | 16 | 2
CC(=O)Nc1c2c(nn1-c1ccccc1)CSC2 | -1 | -2 | -1 | -5 | 1 | 1 | -1 | 1 | -4
O=C(CCn1c(=O)c2ccccc2n(CC(=O)NC2CCCC2)c1=O)NCCc1ccc(Cl)cc1 | -1 | 1 | -4 | -4 | -3 | 1 | 2 | 11 | 3
Clc1cccc(C[n+]2cc(-c3ccccc3)n3c2CCC3)c1 | 1 | 11 | -3 | 5 | 4 | -2 | 9 | 21 | 5
C=CCNC(=O)C1CCN(c2cnccn2)CC1 | -1 | 1 | 3 | 1 | 1 | 1 | -2 | 0 | 2
COc1ccc(C)cc1NC(=O)CN1CCCN(S(=O)(=O)c2ccc(Br)cc2)CC1 | -7 | 9 | 7 | -1 | -8 | 3 | 5 | -9 | 2
CN(C)S(=O)(=O)c1cccc(NC(=O)CNC2CCCCC2)c1 | -2 | 0 | 0 | -2 | -9 | -3 | 6 | 23 | 0
COC(=O)[C@@H]1CC[C@H](C)[C@@H](c2ccc(C)cc2)N1C(=O)c1ccc(/C=N/O[C@H](C)c2cn([C@@H]3COC[C@H]3O)nn2)cc1 | -1 | / | 3 | 6 | -7 | 1 | -4 | -2 | /
Cc1ccc(NC(=O)Cn2cncc2-c2ccc([N+](=O)[O-])cc2)cc1C | 4 | 0 | 9 | -6 | 8 | -11 | -18 | 11 | 1
Cc1cc(S(=O)(=O)N2CCN(c3ccccc3F)CC2)ccc1-n1cnnn1 | 1 | 8 | 4 | -1 | 4 | 5 | 0 | -30 | 4
CCc1ccc2[nH]c(=O)c(CN(Cc3nnnn3C3CCCC3)C3CCCCC3)cc2c1 | -7 | -2 | 1 | 4 | -2 | 0 | -2 | 8 | 0
O=C(O)CCn1c(=O)sc2ccccc21 | 4 | 1 | -7 | 2 | 2 | 3 | -3 | 0 | 3
CC(=O)c1sc(-c2ccc(F)cc2)cc1NS(=O)(=O)c1ccc(C)cc1 | -1 | -1 | 2 | 3 | -7 | -3 | -2 | -5 | 1
S=C(Nc1cccnc1)N1CCCCC1 | 1 | 3 | -3 | 1 | -1 | 1 | -2 | -2 | 8
O=C(Nc1nnc(-c2ccccc2)o1)C1CCCCC1 | 3 | 7 | -2 | 0 | 4 | -5 | -9 | -2 | 13
COc1ccc(C(=O)CSc2nnc(-c3cc(C)on3)o2)cc1 | -3 | -1 | 5 | -5 | 3 | 36* | -4 | -6 | -4
CCCN(CCC)CCNC(=O)C1c2ccccc2C(=O)N2CCc3ccccc3C12 (configuration not stated) | 0 | -1 | -2 | -4 | 1 | -2 | -5 | -3 | -5
COc1cccc(C(=O)Nc2cc([N+](=O)[O-])ccc2N2CCN(C)CC2)c1 | 0 | -3 | 7 | -3 | -2 | -1 | 13 | 5 | 3
Cc1nnc(N/N=C/c2ccc([N+](=O)[O-])cc2)n1N | 1 | 0 | 3 | 5 | -1 | -1 | -1 | 7 | 4
N#Cc1ccc(CSc2ccccn2)c(Cl)c1 | 8 | 1 | 0 | 4 | 9 | 4 | 6 | 5 | 3
COCc1nnc(NC(=O)CCC2CCCCC2)s1 | -1 | 3 | 18 | 0 | 4 | 4 | 6 | 7 | -3
O=S(=O)(NCc1ccco1)c1ccc(Cl)cc1Cl | -2 | 5 | 4 | -5 | -6 | 1 | -1 | -9 | 1
Cc1ccccc1CN1CCc2c(OCC(=O)N3CCCc4ccccc43)cccc2C1=O | -4 | 8 | 2 | 1 | 10 | -4 | 2 | 13 | -5
COC(=O)CCn1nnc(-c2ccc(C(C)C)cc2)n1 | -2 | -1 | 1 | 5 | -3 | 1 | 7 | -7 | 10
CCC(c1nnnn1Cc1ccccc1)N1CCN(C(=O)c2ccco2)CC1 (configuration not stated) | 1 | 5 | 4 | 4 | 0 | -6 | -3 | 11 | 3
CCOC(=O)C1=C(C)N=c2s/c(=C\c3cccc(OCC(=O)O)c3)c(=O)n2C1c1ccccc1OC (configuration not stated) | 2 | 1 | -2 | 6 | 2 | 1 | 1 | 1 | 1
Fc1ccccc1Cn1nnc(-c2ccc3c(c2)OCO3)n1 | -2 | -5 | 10 | 2 | 4 | 6 | -6 | -13 | 1
COc1ccc2c(c1OC)CN1CCc3cc4c(cc3[C@@H]1[C@@H]2O)OCO4 | 1 | 0 | 3 | -4 | 4 | 7 | 14 | 2 | -3

Limited to LYPLA1 inh, for some of the entries so far:
canonical_smiles	LYPLA1 inh
Cc1nnc(N/N=C/c2ccc([N+](=O)[O-])cc2)n1N	1
N#Cc1ccc(CSc2ccccn2)c(Cl)c1	8

More records follow:
SMILES | LYPLA1 inh | PAFAH1B2 inh | pPAFAH FP inh | PAD4 inh | LYPLA2 inh | GSTO1 counter | PME-1 inh | PREPL inh | PAFAH1B3 FP inh
O=C1OC(/C=C/c2ccccc2)=NC/1=C/c1ccco1 | -2 | -1 | -1 | 0 | 4 | 0 | -3 | 10 | 7
COc1ccc(C(=O)COC(=O)Cc2c[nH]c3ccccc23)c(OC)c1 | -4 | 4 | 7 | 0 | 1 | 4 | 3 | 4 | 12
COC(=O)c1c(-c2ccc(OC)cc2)sc2ccc(-c3ccc4c(c3)OCO4)cc12 | / | 1 | 1 | 2 | / | / | / | 8 | 2
COc1ccc(C)cc1N(CC(=O)N1CCCCCC1)S(=O)(=O)c1ccc(C)cc1 | 3 | 8 | 3 | 3 | -1 | 4 | 1 | 0 | 3
Cc1ccc(C)c(NC(=O)COc2coc(CN3CCc4ccccc4C3)cc2=O)c1 | 2 | 3 | 8 | 3 | 1 | -4 | -4 | 0 | 1
Cc1ccccc1NC(=O)CN1C(=O)CSc2ccc(S(=O)(=O)N3CCCCC3)cc21 | -1 | 4 | 3 | 1 | 1 | 0 | 1 | 5 | 8
Cc1cc(C(=O)NNC(=O)c2ccc(Cl)cc2)no1 | 0 | 1 | 2 | -1 | 3 | 48* | 5 | 4 | -3
